Screens (PubChem BioAssay)
Ins promoter up – MIN6 insulin promoter up-regulation | z-score at 5 µM | MIN6 insulin promoter-GFP reporter, high-content imaging; active compounds read high | 0.3% of 190,000 active | AID 1625;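 active = z-score above 3 at 5 µM with at least 500 cells counted in the well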
human PMI inhibitors – MPI inhibition at elevated mannose 6-phosphate – biochemical, fluorescence intensity, high mannose 6-phosphate, primary screen (AID 1220) | recombinant PMI enzyme, coupled fluorescence intensity; higher % means a stronger effect | inhibition, % at 20 µM, or IC50 in µM where a hit was titrated | 0.66% of 190,000 active
b-catenin transl – modulators of beta-catenin nuclear translocation; HeLa beta-catenin nuclear translocation, immunofluorescence imaging; nuclear translocation activity, % at 5 µM; 0.3% of 190,000 active; AID 1665;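 active = nuclear translocation activity above 50% at 5 µM, with a well cell count of 50 or more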;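 note: per-cell ratio of nuclear to cytoplasmic median beta-catenin stain intensity; plate controls were DMSO negative control for no effect and GSK-3 inhibitor IX positive control for full effect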
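Technique: fluorescence imaging of beta-catenin antibody stain plus DAPI / Material: human HeLa cell line / Incubation: compound treatment 24 h, 37°C, 5% CO2 / Read-out basis: % activation of per-cell nuclear versus cytoplasmic median beta-catenin signal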
PMI inhibitors – MPI enzyme activity inhibition – biochemical, fluorescence intensity, coupled assay, primary screen (AID 1209) | purified PMI enzyme, coupled fluorescence intensity; higher % means a stronger effect | inhibition, % at 20 µM; hits with a dose series show IC50 in µM | 0.42% of 190,000 active;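 note: plate controls were DMSO vehicle for no effect and wells lacking substrate for full effect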
T cell HTS – modulates CD8 T cell binding to vesicles; 2C CD8+ T cell-vesicle binding, flow cytometry; active compounds read low; calls only at 7 µM; 0.068% of 330,000 active;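 active = response, share of CD8 T cells binding vesicles, and their 90th percentile fluorescence all below set limits, cut at about 80% in these data, passing the limit was not always enough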
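Benchmarks: naked versus QL9-loaded vesicles / Assay system: purified 2C TCR transgenic mouse naive CD8+ T cells / Technique: high-throughput flow cytometry with anti-B7-1 and anti-CD8 staining / Timing: Cell–vesicle co-incubation 1.5 h at 37 °C, staining 20 min on ice / Read-out: percent CD8+ FL2 mean versus row control / Probe or stimulus: QL9-loaded Drosophila micro-vesicles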
TNAP activators – human TNAP enzyme activators, primary screen, biochemical, luminescent, no phosphate acceptor, uHTS (AID 1001). 0.03% of 200,000 active. activation fold at 20 µM, or EC50 in µM where a hit was titrated. purified TNAP, luminescent activation assay, no phosphate acceptor; higher activation fold means a stronger effect; in the data active = activation fold from about 3, or a potency from the dose series; inactive = the rest, 99 in 100 with activation fold below about 1.6; note: many of its hits are not listed in these tables
Lipid droplet – modulators of hepatic lipid droplet formation. AML12 mouse hepatocytes, oleate lipid droplets, BODIPY imaging. inhibition, % at 6.5 µM. 0.4% of 240,000 active. AID 1656;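 active = lipid droplet intensity inhibited by at least 50%, with more than 500 cells counted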
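Test system: AML12 mouse liver cells; schedule: overnight exposure; technique: high-content imaging of BODIPY-stained droplets and DAPI nuclei; read-out: % inhibition of corrected integrated BODIPY droplet signal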
Autophagy HCS – modulators of autophagy. MEF GFP-LC3 puncta imaging; test concentration mostly 10 µM. 0.98% of 190,000 active. calls only at 10 µM (by protocol). AID 463193;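 active = percentage of spot-positive cells more than 3 SD above its plate mean, without a fluorescence outlier flag or 80% toxicity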;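 note: spot-positive cell cutoff set from DMSO-treated cells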
MT stabilizer – stabilizes microtubules in HeLa cells. AID 2205. % tubulin-high responders, % at 10 µM. HeLa tubulin immunostaining HCS, 24 h; share of cells brighter than vehicle mean+2SD. 0.83% of 200,000 active;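 active = plate Z-score above 3 for both tubulin-high and condensed-nucleus cell shares, with cell loss under 80%, at 10 µM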;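 note: anti alpha tubulin signal scored within the nucleus-defined area of each cell; some results filed as inactive read as strong as hits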
Ins promoter up cell count – second read-out of Ins promoter up, no call of its own (marks repeat the call); cell count; measured here: cytotoxicity, nuclei count;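 total cells summed across four imaged fields per well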
Lipid droplet cells 6.5 µM – second read-out of Lipid droplet, no call of its own (marks repeat the call); cell count; measured here: cell count, cytotoxicity flag;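 cells counted across two imaged fields per well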
b-catenin transl cell count 5 µM – also measured in b-catenin transl; calls as there; cell count; measured here: cell count, cytotoxicity flag
T cell HTS vesicle-bound % – further read-out of T cell HTS, marked with its call; double positive events, %; measured here: CD8+ vesicle-bound cell fraction;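 binding gate set so that unloaded-vesicle control wells show 10% double positive cells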
MT stabilizer Hoechst-high % – also measured in MT stabilizer; calls as there; % Hoechst-high responders; measured here: nuclear condensation Hoechst responders;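 share of cells brighter than vehicle mean plus two SD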
MT stabilizer cytotoxicity % – recorded beside MT stabilizer, whose call it bears; toxicity, %; measured here: cytotoxicity by cell density;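 0% = mean cell density of plate MIN control wells and 100% = no cells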
Autophagy HCS cell loss 18 h – further read-out of Autophagy HCS, marked with its call; toxicity, %; measured here: cell loss, nuclei count;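 cell loss after 18 h compound exposure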
Numbers without * were called inactive; i = inactive; / = no result given. Cut-off read from the data, not from the text of the source, unless noted: active = inhibition above about 50%; inactive = the rest.

SMILES | Ins promoter up | Ins promoter up cell count | human PMI inhibitors | b-catenin transl | b-catenin transl cell count 5 µM | PMI inhibitors | T cell HTS | T cell HTS vesicle-bound % | TNAP activators | Lipid droplet | Lipid droplet cells 6.5 µM | Autophagy HCS | Autophagy HCS cell loss 18 h | MT stabilizer | MT stabilizer Hoechst-high % | MT stabilizer cytotoxicity %
O=C(CCCOc1ccc(Cl)cc1Cl)N/N=C/c1ccccc1O | 0.41 | 1431 | -22.5% | 24.4 | 523 | -7.7% | i | 27.9 | 1.2 | -69.6 | 619 | i | 9.1 | 4.3 | 2.2 | 9.9
CCN(CC)CC(=O)Nc1sc(C)c(C)c1C(=O)c1ccc(C)cc1 | -0.58 | 1416 | 9.2% | -0.2 | 1145 | 6.9% | i | 42.6 | 1.1 | 8.6 | 717 | i | 2.8 | 2.7 | 2.0 | 8.1
COc1ccccc1N1CCN(C(=O)CSc2nc3ccccc3c(=O)n2CC2CCCO2)CC1 (stereo not given) | -0.2 | 1383 | 3.1% | 0.6 | 1438 | 4.8% | i | 24.7 | 1.1 | / | / | i | 9.8 | 5.3 | 4.3 | 3.7
Cn1c(C(=O)NCC2CCCO2)cc2c(=O)[nH]c3ccccc3c21 (stereo not given) | / | / | 2.7% | -1.3 | 960 | 8.2% | i | 32.7 | 1.1 | -0.6 | 771 | i | -0.5 | 3.6 | 2.4 | 1.4
CCn1c(SC/C=C/c2ccccc2)nnc1-c1cccs1 | -1.23 | 1269 | 5.5% | / | / | 2.6% | i | 18.1 | 1 | -40.9 | 705 | i | 6.8 | 1.2 | 1.4 | 4.5
CC(=O)Nc1ccccc1C(=O)N1CCc2ccccc21 | 0.56 | 962 | -8.4% | 0.7 | 828 | -0.3% | i | 35.9 | 1.1 | / | / | i | 15.0 | 1.7 | 1.9 | 7.0
Cn1c(COc2ccccc2)nnc1SCc1cc(=O)[nH]c2ccccc12 | -0.36 | 1344 | -14.1% | -1.4 | 1050 | -5.6% | i | 6.6 | 0.9 | -5.1 | 613 | i | 6.9 | 2.7 | 2.4 | 5.3
CC(=O)c1sc(-c2ccccc2Cl)nc1C | 0.03 | 1503 | -2.7% | 0.1 | 917 | -9.3% | i | 30.0 | 1 | -2.1 | 729 | i | 23.3 | 3.6 | 0.8 | 6.1
CCOC(=O)c1sc(N(C)C(C)=O)nc1C | 2.79 | 1653 | -3.0% | 1.5 | 1373 | -2.3% | i | 50.6 | 1.1 | / | / | i | 2.8 | 3.2 | 1.2 | 3.3
Cc1ccc(C)c2[nH]c(=O)c(C(c3nnnn3C3CCCC3)N3CCOCC3)cc12 (stereo not given) | -0.11 | 903 | -2.8% | -5.6 | 1208 | 1.3% | i | 45.3 | 1.1 | 0.3 | 753 | i | 0.7 | 4.5 | 3.9 | 6.4
CN1CCN(CCCNC(=O)c2cc3c(=O)n(C)c4ccccc4c3s2)CC1 | -0.55 | 868 | 0.9% | / | / | -2.6% | i | 12.4 | 1.2 | / | / | i | 16.6 | 5.1 | 2.9 | 2.3
Cn1c(Cc2ccccc2)nnc1SCC(=O)N1CCN(c2ccccc2)CC1 | -0.36 | 1150 | -8.2% | -1.6 | 1196 | -5.2% | i | 51.0 | 1.1 | 9.5 | 732 | i | -0.3 | 4.9 | 2.2 | 8.9
O=Nc1c(O)n(Cc2c(Cl)cccc2Cl)c2ccccc12 | -1.19 | 1326 | 11.0% | -1.5 | 993 | 21.6% | i | 48.5 | 1.2 | -5.8 | 590 | i | 18.6 | 3.3 | 2.2 | 11.0
CC(C)c1cc(N2CCC(=O)NC2=O)cc(C(=O)O)c1O | 0.9 | 1273 | -8.2% | -1.9 | 567 | -13.2% | i | 40.7 | 1.1 | 14.8 | 721 | i | -4.8 | 5.5 | 2.5 | 6.1
COc1cc2[nH]c3c(=O)n4c(nc3c2cc1OC)SCCC4 | -0.58 | 1231 | 3.4% | -0.7 | 1124 | -0.4% | i | 36.7 | 1 | -1.5 | 707 | i | 26.9 | 2.6 | 1.3 | 2.3
C=C(C)/C=N/NC(=S)Nc1ccc(S(=O)(=O)N2CCOCC2)cc1 | -0.08 | 1009 | / | 1.5 | 1181 | / | i | 10.7 | / | -2.9 | 779 | / | / | / | / | /
CC(C)CCNC(=O)C(c1ccc(O)cc1)N(C(=O)C1COc2ccccc2O1)c1cccc(O)c1 (stereo not given) | -0.24 | 1524 | 60.7%* | 0.7 | 933 | 26.4% | i | 27.4 | 1 | -22.6 | 632 | i | 13.5 | 3.7 | 2.8 | 9.8
O=C(Oc1ccc2c(c1)OCC2=O)c1ccc(Cl)cc1 | 1.51 | 1387 | / | -4.3 | 1181 | / | i | 13.7 | / | 9.5 | 712 | / | / | / | / | /
O=C(c1ccc(Cl)c(Cl)c1)N1CCC(=O)N(C(COCc2cccc(Cl)c2)Cc2ccccc2)CC1 (stereo not given) | -0.98 | 1256 | 5.7% | / | / | 7.7% | / | / | 1.1 | -28.7 | 745 | i | 5.5 | 4.1 | 2.8 | 1.3
Clc1ccc2nc(CN3CCCc4ccccc43)cn2c1 | -0.36 | 1251 | -65.3% | -0.2 | 1062 | -22.8% | i | 13.1 | 1.1 | -2.8 | 719 | i | 9.5 | 4.0 | 1.9 | 9.9
COc1cc(OC)c(C2N(C)c3ccccc3N2C)cc1OC | 0.46 | 1205 | 6.6% | -1.1 | 1069 | 7.0% | i | 13.7 | 1.1 | -3.4 | 706 | i | -2.7 | 1.7 | 0.4 | 18.4
O=C(O)Cc1sc(-c2ccccc2)nc1-c1cccs1 | -0.58 | 1313 | -15.1% | -1.2 | 1097 | -29.6% | i | 21.4 | 1.1 | 3.5 | 647 | i | -5.3 | 2.2 | 3.2 | 8.2
Cc1cc(OCc2nnc(SC(C)C(=O)O)n2Cc2ccccc2)ccc1Cl (stereo not given) | -0.1 | 1354 | -4.3% | 0.4 | 1561 | -6.8% | / | / | 1.1 | 5.0 | 678 | i | -1.3 | 3.5 | 2.2 | 12.3
Cc1c(C(c2cc3c(cc2Br)OCO3)c2c(C)n(C)n(-c3ccccc3)c2=O)c(=O)n(-c2ccccc2)n1C | 0.73 | 1190 | 9.3% | -1.6 | 1395 | 15.3% | i | 51.8 | 1.1 | / | / | i | 2.6 | 1.0 | 1.2 | 7.8
Cc1ccc(C)c2[nH]c(=O)c(CCNC(=O)CC(C)C)cc12 | 0.29 | 1969 | 11.4% | -0.5 | 1087 | 14.2% | i | 38.5 | 1.1 | -0.8 | 690 | i | -3.0 | 1.6 | 3.1 | 2.1
Cc1c(-c2cc(C(=O)O)on2)cnn1C | / | / | -22.0% | -2.4 | 1125 | -42.1% | i | 30.9 | 1.1 | 12.9 | 706 | i | -3.6 | 2.9 | 0.7 | 0.8
O=c1cc(Nc2ccc3c(c2)OCCO3)[nH]c(=O)n1Cc1ccc(F)cc1 | 2.76 | 1300 | 44.6% | 3.4 | 473 | 24.0% | i | 7.7 | 1.1 | -0.2 | 705 | i | -1.5 | 4.2 | 2.4 | 5.2
COC(=O)CCN(C)CCC(=O)OC | 0.08 | 1564 | 0.1% | -1.3 | 1376 | -1.4% | i | 36.9 | 1.1 | / | / | i | -5.8 | 2.0 | 1.7 | 10.3
COc1cc(NC(=O)c2nccnc2C(=O)O)cc(OC)c1 | -0.81 | 1660 | 16.9% | -2.6 | 1047 | 19.3% | i | 9.7 | 1.1 | -2.9 | 691 | / | / | 3.3 | 2.2 | 4.8
NC(=S)NNC(=O)/C(=C/c1ccc(Br)cc1)NC(=O)c1ccccc1 | 0.26 | 1386 | -2.8% | -4.3 | 1055 | -3.3% | i | 27.6 | 2.4 | 1.5 | 678 | i | 23.9 | 1.4 | 1.3 | 8.0
CC(NS(=O)(=O)c1ccc(Cl)cc1)C(c1cccs1)N1CCN(C)CC1 (stereo not given) | -0.95 | 902 | -10.9% | -1.0 | 1226 | -7.9% | / | / | 1.1 | -8.3 | 666 | i | -3.3 | 2.6 | 1.0 | 4.4
C=CCn1c(SCC(=O)NCCCC(=O)OCC)nc2scc(-c3ccco3)c2c1=O | -0.72 | 1275 | 3.8% | -1.3 | 1050 | 0.9% | i | 18.8 | 1.2 | 3.5 | 687 | i | 18.6 | 1.8 | 3.0 | 10.8
CCOC(=O)c1cn(-c2c(C)n(C)n(-c3ccccc3)c2=O)c2c(F)c(F)c(F)cc2c1=O | -0.03 | 1021 | / | 0.1 | 1349 | / | i | 2.2 | / | -2.9 | 771 | / | / | / | / | /
OC(COc1ccc2ccccc2c1)Cn1cncn1 (stereo not given) | / | / | 16.6% | -1.7 | 927 | 7.3% | i | 27.4 | 1.1 | 1.9 | 775 | i | -2.1 | 3.1 | 3.6 | 7.8
COc1ccc(S(=O)(=O)NNC(N)=S)cc1 | -0.07 | 1336 | -13.7% | -2.0 | 1064 | -13.0% | i | 56.7 | 1.1 | 9.6 | 671 | i | 29.8 | 4.6 | 1.5 | 11.2
Cc1nnsc1S(=O)(=O)Cc1ccccc1C(F)(F)F | -1.29 | 1316 | 7.5% | 2.6 | 1066 | 3.7% | i | 12.7 | 1.1 | -1.1 | 651 | i | 11.9 | 1.7 | 2.5 | 6.6
CCCCn1ccnc1C(=O)c1cccc(S(=O)(=O)N2CC(C)CC(C)C2)c1 (stereo not given) | -1.21 | 669 | 4.1% | / | / | 9.3% | i | 33.9 | 1.1 | 17.5 | 778 | i | -7.4 | 1.5 | 1.9 | 9.2
O=C(COc1ccccc1)Nc1nc(-c2cccs2)cs1 | 0 | 1162 | 10.7% | 1.1 | 1163 | 7.4% | i | 38.2 | 1.1 | / | / | i | 25.8 | 3.9 | 3.0 | 5.6
